APJ antagonist: APJ receptor antagonism; inhibition, % at 20 µM; CHO-K1 APJ beta-arrestin complementation, luminescence; P35414; AID 2521; actives 0.32% (n = 330,000);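 active = inhibition above about 40% at 20 µM, limit read from the data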;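 note: cells challenged with 10 nM apelin-13 agonist together with compound; plate controls were apelin-13 plus DMSO wells for no effect and DMSO wells lacking apelin-13 for full effect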
Mdm2 MdmX PPI: disrupts the human Mdm2-MdmX interaction. O15151+Q00987. SaOS-2 split-luciferase Mdm2/MdmX complementation, luminescence. inhibition, % at 8 µM. actives 3% (n = 330,000). AID 485346;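 active = inhibition of at least 50% at 8 µM in the primary screen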
Target sequence (O15151 whole entry, looked up): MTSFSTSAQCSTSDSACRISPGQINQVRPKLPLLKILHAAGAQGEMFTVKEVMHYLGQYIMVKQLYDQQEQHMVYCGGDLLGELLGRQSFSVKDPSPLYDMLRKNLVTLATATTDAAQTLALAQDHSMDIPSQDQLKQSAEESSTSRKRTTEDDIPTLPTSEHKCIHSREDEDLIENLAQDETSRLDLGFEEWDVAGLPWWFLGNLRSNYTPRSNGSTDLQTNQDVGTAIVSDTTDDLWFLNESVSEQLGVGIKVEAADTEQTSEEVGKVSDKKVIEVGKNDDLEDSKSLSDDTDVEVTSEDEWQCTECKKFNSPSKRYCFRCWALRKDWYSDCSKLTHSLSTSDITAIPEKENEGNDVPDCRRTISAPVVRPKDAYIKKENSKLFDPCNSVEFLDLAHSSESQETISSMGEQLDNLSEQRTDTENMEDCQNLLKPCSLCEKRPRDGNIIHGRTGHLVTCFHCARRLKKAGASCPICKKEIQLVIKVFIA
Target sequence (Q00987 whole entry, looked up): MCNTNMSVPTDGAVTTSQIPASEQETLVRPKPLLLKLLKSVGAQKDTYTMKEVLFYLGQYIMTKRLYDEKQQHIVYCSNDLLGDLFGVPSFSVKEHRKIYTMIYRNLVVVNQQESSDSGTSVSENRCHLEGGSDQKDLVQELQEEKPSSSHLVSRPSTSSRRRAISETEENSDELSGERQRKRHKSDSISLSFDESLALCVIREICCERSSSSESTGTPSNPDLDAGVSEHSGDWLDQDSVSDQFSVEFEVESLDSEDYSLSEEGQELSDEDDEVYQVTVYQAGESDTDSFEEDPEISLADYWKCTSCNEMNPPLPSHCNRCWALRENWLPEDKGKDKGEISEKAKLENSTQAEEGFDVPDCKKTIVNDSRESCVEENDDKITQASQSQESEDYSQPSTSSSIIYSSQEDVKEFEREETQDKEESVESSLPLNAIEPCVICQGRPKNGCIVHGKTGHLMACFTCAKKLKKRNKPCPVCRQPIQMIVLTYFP
Jurkat NFkB inh: lowers PMA/ionomycin-induced NF-kB signal in Jurkat cells. inhibition, % at 4 µM. actives 0.53% (n = 330,000). PMA/ionomycin-induced NF-kB luciferase reporter, luminescence; in the data active = inhibition above about 50%
tim23-1 inh: inhibits growth of tim23-1 mutant yeast. S. cerevisiae tim23-1 growth, BacTiter-Glo luminescence, 24 h. AID 463212. inhibition, % at 20 µM. actives 1.3% (n = 330,000);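 active = growth inhibition of the mutant yeast at or above 50%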;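 note: temperature-sensitive mutant grown at 25 °C; plate controls were DMSO-treated mutant yeast for no effect and medium wells lacking yeast for full effect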
APJ agonist: agonists of human APJ apelin receptor; CHO-K1 APJ PathHunter beta-arrestin, luminescence; 0% DMSO wells, 100% apelin; activation, % at 20 µM; actives 0.11% (n = 330,000); AID 2520;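 active = activation more than six SD over the plate average, tested at 20 µM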;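 note: 0% = DMSO alone and 100% = apelin-13 at 10 nM; some results filed as inactive read as strong as hits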
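Test system – PathHunter CHO-K1 APJ (AGTRL-1) beta-arrestin reporter cells · Input – 1000 cells/well · Compound – single test compound dose, 20 µM final, 1% DMSO · Times – compound stimulation 90 min at 25 °C, detection 60 min · Technique – beta-gal luminescence · Read-out basis – APJ–arrestin association signal · Control set – negative DMSO alone, positive Apelin-13 at 10 nM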
XBP1 UPR activ: adaptive UPR (XBP1) activation | CHO-XBP1 luciferase reporter, IRE1-XBP1 UPR activation, luminescence; percent of tunicamycin response, DMSO as zero | activation, % at 20 µM | actives 0.33% (n = 330,000) | AID 463104;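 active = versus positive control, 20 µM dose yields 30% or more activation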;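 note: 100% = tunicamycin at 10 µg/mL and 0% = DMSO only wells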
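Material: CHO cell line with stable XBP1 luciferase reporter; buffer or medium: F12 medium containing 10% fetal bovine serum; compound: single point, 20 µM final compound, 1% DMSO; incubation: 6 h treatment, 37 °C; measured by: glow luminescence from Steady-Glo reagent; evaluation: activation, % of tunicamycin; control set: tunicamycin high, DMSO low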
CHOP UPR activ: activators of apoptotic arm of unfolded protein response (CHOP) | CHO-CHOP luciferase reporter, UPR activation, luminescence; percent of tunicamycin response over DMSO baseline | activation, % at 10 µM | actives 0.34% (n = 330,000) | AID 449763;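 active = at 10 µM dose, activation of 40% or more, normalized to positive control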;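 note: 100% = tunicamycin at 10 µg/mL and 0% = DMSO alone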
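measured by = luciferase luminescence | assay system = CHO-CHOP cells, stable luciferase reporter of PERK-eIF2a-CHOP signalling | amount = 500 reporter cells seeded per well | timing = 6 h compound exposure at 37 °C after overnight seeding | controls = positive tunicamycin 10 µg/mL, negative DMSO alone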
697 NFkB inh: inhibitors of the PMA/ionomycin-induced NF-kB reporter in 697 B cells; 697 B-cell NF-kB luciferase reporter, 16 h; inhibition, % at 4 µM; actives 0.33% (n = 330,000); in the data active = inhibition above about 35%
Active calls of the source: *.

SMILES	APJ antagonist	Mdm2 MdmX PPI	Jurkat NFkB inh	tim23-1 inh	APJ agonist	XBP1 UPR activ	CHOP UPR activ	697 NFkB inh
COc1cccc(-c2[nH]nc3c2C(c2ccoc2)C(C#N)=C(N)O3)c1 (stereo not drawn)	8	0	8	19	-3	0	-2.1	-1
CN(C)CCNC(=O)c1ccccc1	-5	7	-2	3	-1	-1	-3.2	2
CCOc1cccc(C(=O)NC(=S)Nc2cccnc2)c1	9	0	-18	18	-3	3	1.2	3
O=C(N/N=C1\CC(c2ccccc2)Oc2ccccc21)c1ccccn1 (stereo not drawn)	-19	13	-22	10	-1	3	2.5	-31
O=C(N/N=C1\CC(c2ccccc2)Oc2ccccc21)c1ccc(O)cc1 (stereo not drawn)	-3	-9	-25	25	0	4	2.3	1
Cc1ccccc1C(=O)NC(=S)Nc1ccc(Oc2ccc(Cl)cc2)cc1	36	26	-4	-8	-6	0	0.4	-18
C=CCN1C(=O)C2(NC(=O)c3ccccc3N2)c2ccccc21 (stereo not drawn)	-5	27	21	4	-4	-1	-1.8	20
Cc1cc(C)n2nc(C(=O)N/N=C/c3ccccc3Cl)nc2n1	-21	-48	-19	24	-4	-2	1.4	8
CCC(C)C(NC(=O)C(C)NC(=O)CNC(=O)CNC(=O)OCc1ccccc1)C(=O)OC (stereo not drawn)	-7	22	-13	3	-2	-2	-0.6	9
O=C(Nc1ccc2c(c1)OCCO2)C1CCN(S(=O)(=O)c2cccs2)CC1	18	-30	-22	3	-3	-3	-1.9	-5
O=C(NNc1cccc(Cl)c1)c1cccnc1Oc1ccccc1	17	14	15	-81	-6	4	0.5	6
COc1ccc(-n2c(=O)c3c(C)c(C)sc3n(Cc3cccc(F)c3)c2=O)c(OC)c1	9	-17	7	33	-1	-1	-0.8	7

A draw from above in order of formula weight, descending:
SMILES	APJ antagonist	Mdm2 MdmX PPI	Jurkat NFkB inh	tim23-1 inh	APJ agonist	XBP1 UPR activ	CHOP UPR activ	697 NFkB inh
CCC(C)C(NC(=O)C(C)NC(=O)CNC(=O)CNC(=O)OCc1ccccc1)C(=O)OC (stereo not drawn)	-7	22	-13	3	-2	-2	-0.6	9
COc1ccc(-n2c(=O)c3c(C)c(C)sc3n(Cc3cccc(F)c3)c2=O)c(OC)c1	9	-17	7	33	-1	-1	-0.8	7
O=C(Nc1ccc2c(c1)OCCO2)C1CCN(S(=O)(=O)c2cccs2)CC1	18	-30	-22	3	-3	-3	-1.9	-5
O=C(N/N=C1\CC(c2ccccc2)Oc2ccccc21)c1ccc(O)cc1 (stereo not drawn)	-3	-9	-25	25	0	4	2.3	1
O=C(N/N=C1\CC(c2ccccc2)Oc2ccccc21)c1ccccn1 (stereo not drawn)	-19	13	-22	10	-1	3	2.5	-31
CCOc1cccc(C(=O)NC(=S)Nc2cccnc2)c1	9	0	-18	18	-3	3	1.2	3
CN(C)CCNC(=O)c1ccccc1	-5	7	-2	3	-1	-1	-3.2	2

Entries above that contain sulfur, in the order listed:
SMILES	APJ antagonist	Mdm2 MdmX PPI	Jurkat NFkB inh	tim23-1 inh	APJ agonist	XBP1 UPR activ	CHOP UPR activ	697 NFkB inh
CCOc1cccc(C(=O)NC(=S)Nc2cccnc2)c1	9	0	-18	18	-3	3	1.2	3
Cc1ccccc1C(=O)NC(=S)Nc1ccc(Oc2ccc(Cl)cc2)cc1	36	26	-4	-8	-6	0	0.4	-18
O=C(Nc1ccc2c(c1)OCCO2)C1CCN(S(=O)(=O)c2cccs2)CC1	18	-30	-22	3	-3	-3	-1.9	-5
COc1ccc(-n2c(=O)c3c(C)c(C)sc3n(Cc3cccc(F)c3)c2=O)c(OC)c1	9	-17	7	33	-1	-1	-0.8	7

Carrying on:
SMILES	APJ antagonist	Mdm2 MdmX PPI	Jurkat NFkB inh	tim23-1 inh	APJ agonist	XBP1 UPR activ	CHOP UPR activ	697 NFkB inh
Cc1ccc(C)c(NC(=S)NC(C)C(c2cccs2)N2CCOCC2)c1 (stereo not drawn)	7	4	0	7	-5	-1	0.5	-22
CC(C(c1ccc2c(c1)OCO2)c1c(N)n(C)c(=O)n(C)c1=O)[N+](=O)[O-] (stereo not drawn)	12	1	12	9	-4	2	2.2	11
Cc1ccc(NC(=S)N(C)N)cc1Cl	4	18	3	29	-2	-1	-0.7	3
CCOc1c(Br)cc(Br)cc1/C=C1\SC(N)=NC1=O	-12	6	-10	9	-2	-2	1.7	-5
NC(=O)C1CCN(C(=O)C(=O)c2cn(CC(=O)N3CCCC3)c3ccccc23)CC1	-14	6	-15	2	3	-4	0.0	10
CCSCCOC(=O)C1=C(C)N(C)C(=O)NC1c1ccc2c(c1)OCO2 (stereo not drawn)	-4	9	0	3	-5	-5	1.0	1
CCOC(=O)C1CCN(c2cc(=O)n(-c3ccc(OC)cc3)c(=O)[nH]2)CC1	13	8	-13	-9	-4	2	1.1	7
O=C(c1ccccc1Cl)N1CCN(S(=O)(=O)N2CCCCC2)CC1	11	3	3	14	0	-5	1.1	0
CNC(=O)COc1ccc(C=O)cc1OC	-1	3	41	15	1	0	2.8	-40
Cc1ccc(NC(=O)Cn2cccc2C2=NC(c3ccccc3)CO2)cc1C (stereo not drawn)	18	-39	15	6	-3	-2	0.3	-31
CCC1CCCCN1CCCNC(=O)c1ccc(N2CCCC2=O)cc1 (stereo not drawn)	11	4	-5	-6	-2	-3	-2.1	5
O=C(CN1C(=O)c2ccccc2C1=O)NCc1ccc(C(=O)O)cc1	-6	4	-3	2	-3	5	-0.1	-5
COc1ccccc1N1CCN(CCCCOc2ccc(C)cc2C)CC1	7	1	-9	-8	-1	-6	-1.8	6
CCN(CC)S(=O)(=O)c1ccc(N2CCOCC2)c(NC(=O)C2CCCC2)c1	8	3	-5	8	0	-2	1.8	9
COc1ccc(-c2nsc3c(SCc4ccccc4)ncnc23)cc1	-12	-25	-1	7	-3	-1	3.6	9
CCN(CC)c1ccc(/C=N/Nc2nc(C)cc(=O)[nH]2)c(O)c1	-37	64*	59*	48	4	-1	-3.6	-22
CCn1c(=O)[nH]c(=O)c2c(N)c(C(=O)c3cc(F)ccc3F)sc21	12	6	1	-60	-1	3	-0.3	6
COc1cc(Br)c(Br)c(Br)c1N	13	1	3	14	0	0	-0.6	-12
O=C(COC(=O)[C@H](Cc1c[nH]c2ccccc12)NC(=O)c1cccs1)NCc1ccccc1	-7	17	9	8	0	-2	0.6	15
COc1ccccc1C(c1nnnn1C(C)(C)C)N1CCN(C(=O)c2ccco2)CC1 (stereo not drawn)	-1	-17	-15	14	-2	-3	0.3	-4
COCC(=O)N1CCC(Oc2ccc(C(=O)NC(C)c3nccs3)cc2)CC1 (stereo not drawn)	3	-1	-8	-10	0	-3	0.2	0
Cc1nn(-c2ccccc2)c(Cl)c1/C=N/Nc1ccc(S(=O)(=O)Nc2ccccc2C(=O)O)cc1[N+](=O)[O-]	4	-9	8	31	-5	-1	-0.5	3
COc1ccc(/C=C/C(=O)c2ccc(C(=O)/C=C/c3ccc(OC)c(OC)c3)cc2)cc1OC	12	54*	16	8	-1	5	84*	-28
CCCn1c(CN2CCN(C(=O)c3ccco3)CC2)nc2c1c(=O)n(C)c(=O)n2C	-2	13	3	-3	-5	-2	-0.7	7

Entries listed so far marked active in Jurkat NFkB inh.
structure | APJ antagonist | Mdm2 MdmX PPI | Jurkat NFkB inh | APJ agonist | XBP1 UPR activ | 697 NFkB inh
CCN(CC)c1ccc(/C=N/Nc2nc(C)cc(=O)[nH]2)c(O)c1 | -37 | 64* | 59* | 4 | -1 | -22

Next part
SMILES	APJ antagonist	Mdm2 MdmX PPI	Jurkat NFkB inh	tim23-1 inh	APJ agonist	XBP1 UPR activ	CHOP UPR activ	697 NFkB inh
CN(C1CCCCC1)S(=O)(=O)c1ccc2c(c1)CCC(=O)N2	-1	11	15	24	-6	-2	0.9	13
COc1ccccc1-c1ccc(=O)n(CC(=O)NC(C)(C)C)n1	0	13	17	19	1	2	5.1	3
O=C(NNC(=O)c1ccc(SCC2CCCO2)c([N+](=O)[O-])c1)c1ccc(F)cc1 (stereo not drawn)	-3	-7	-7	11	-4	-2	-0.3	17
Cc1cc(C)c2cc(CN(Cc3cccs3)Cc3nnnn3CC3CCCO3)c(=O)[nH]c2c1 (stereo not drawn)	10	-1	-18	18	0	1	1.5	-20
COc1ccc(CNC(=O)CSc2nc(SC)ns2)cc1	23	12	3	5	1	-2	-1.5	2
Cc1csc2ncnc(N3CCN(C(=S)Nc4ccc(C(F)(F)F)cc4)CC3)c12	2	25	4	21	2	-4	-1.0	4
COc1ccc(-c2[nH]ncc2Oc2ccccc2OC)c(O)c1	-18	20	-4	46	-1	0	-0.5	-3
CCOC(=O)c1c(C)[nH]c(C)c1S(=O)(=O)N(C)CC(=O)N(C)Cc1ccccc1	3	6	1	3	0	-2	-0.7	-15
O=C(O)CC1(CC(=O)N2CCC(C(=O)O)CC2)CCCC1	18	9	5	0	-1	-1	0.9	21
C=CCn1c(C)cc(C(=O)COC(=O)C2CC(=O)N(Cc3ccccc3)C2)c1C (stereo not drawn)	-9	3	13	6	-4	-2	2.4	-3
CCOC(=O)C1CCN(S(=O)(=O)c2ccc3c4c2CC(=O)N4CC(C)S3)CC1 (stereo not drawn)	-107	20	-5	11	3	1	-1.3	-10
COCc1ccc(C(=O)Nc2ccccc2C(=O)NCc2cccnc2)cc1	15	19	1	-6	-4	2	2.5	0
CC(=O)C1=C(O)C(=O)OC1c1ccc(C)cc1 (stereo not drawn)	2	10	-20	-7	3	0	-1.3	19
COc1ccc2oc(=O)c(C(=O)N3CCN(C(=O)c4ccccc4)CC3)cc2c1	-2	27	-2	7	0	-3	-2.9	-13
O=C(c1cc(-c2ccccc2Cl)nc2ccc(Br)cc12)N1CCN(c2ccccn2)CC1	-32	74*	10	25	26	-9	4.0	-24
Cc1ccc(S(=O)(=O)N2c3ccccc3-c3c(ssc3=S)C2(C)C)cc1	30	5	15	16	-3	1	-0.4	-20
Cc1ccc(C2CC(c3ccccc3)=NN2C(=O)CSc2nnc(-c3ccncc3)n2C)o1 (stereo not drawn)	10	9	-15	15	4	-2	3.2	-27

Bioassay records from PubChem BioAssay.
